BH1578 lux ind: inducers of Vibrio cholerae quorum light production without autoinducers, primary screen, BH1578 luxS cqsA deficient, single point; activation, % at 18.7 µM; V. cholerae BH1578 lux reporter, luminescence, 6 h; 0.16% of 350,000 active; in the data active means activation mostly above about 9.7%, no sharp cut-off; further: not every result past the cut was called active; inactives centre near 0; reference of the scale not given here
3CLpro inhibitor: SARS-CoV 3CLpro protease inhibitors, primary screen, biochemical, quenched FRET. recombinant SARS-CoV 3CLpro, quenched FRET peptide cleavage. inhibition, % at 6 µM. 0.14% of 290,000 active. AID 1706, 2009; in the data active means inhibition above about 12%
SSB-PriA inh: inhibitors of Klebsiella pneumoniae PriA binding to SSB C-terminal tail, primary screen, biochemical, AlphaScreen. PriA–SSB C-terminal tail interaction (Klebsiella pneumoniae). AlphaScreen SSBct-PriA binding, biotinylated peptide. inhibition, % at 33 µM. 0.6% of 430,000 active. AID 1272365, 2023; in the data active means inhibition mostly above about 37%, no sharp cut-off; inactive means mostly below about 20%;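 further: plate controls were negative control peptide for no effect and reference peptide for full effect; strong numbers were not always called active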
PrPC surface inh: inhibitors of human cell surface prion protein PrPC, primary screen, cell-based, TR-FRET | TR-FRET read-out | inhibition, % at 13.8 µM | 0.43% of 370,000 active | AID 720596, 2013; in the data active means inhibition above about 24%; further: 0% = median of the test wells and 100% = reference compound wells
Y pestis TopoI: Yersinia pestis topoisomerase I inhibitors, primary screen, biochemical, cleavage product accumulation, plate reader, single point; AID 504884, 2011; activity, % at 10 µM; Y. pestis Topo-I cleavage product accumulation; 0.064% of 360,000 active; DNA topoisomerase I (Yersinia pestis CO92); in the data active means activity above about 50%, passing the limit was not always enough; further: inactives centre near 2
PfHsp40 rescue: rescue of yeast from PfHsp40 toxicity, primary screen, S. cerevisiae, ATP luminescence | S. cerevisiae expressing PfHsp40, growth rescue | growth rescue, % at 12.5 µM | 0.68% of 340,000 active | AID 504582, 2011; in the data active means growth rescue above about 28%, passing the limit was not always enough;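 further: yeast W303a lacking pdr1 and pdr3 grown in galactose medium; growth measured after three days at 30 °C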
Anthrax LF inh2: Bacillus anthracis LF protease inhibitors, primary screen, biochemical, multiplex microsphere, MLPCN library | AID 588501, 2011 | multiplex microsphere protease cleavage assay | inhibition, % at 10 µM | Lethal factor (Bacillus anthracis), P15917 | 0.12% of 360,000 active; further: plate controls were buffer without enzyme for full effect and enzyme alone for no effect
Target sequence (P15917 whole entry, looked up): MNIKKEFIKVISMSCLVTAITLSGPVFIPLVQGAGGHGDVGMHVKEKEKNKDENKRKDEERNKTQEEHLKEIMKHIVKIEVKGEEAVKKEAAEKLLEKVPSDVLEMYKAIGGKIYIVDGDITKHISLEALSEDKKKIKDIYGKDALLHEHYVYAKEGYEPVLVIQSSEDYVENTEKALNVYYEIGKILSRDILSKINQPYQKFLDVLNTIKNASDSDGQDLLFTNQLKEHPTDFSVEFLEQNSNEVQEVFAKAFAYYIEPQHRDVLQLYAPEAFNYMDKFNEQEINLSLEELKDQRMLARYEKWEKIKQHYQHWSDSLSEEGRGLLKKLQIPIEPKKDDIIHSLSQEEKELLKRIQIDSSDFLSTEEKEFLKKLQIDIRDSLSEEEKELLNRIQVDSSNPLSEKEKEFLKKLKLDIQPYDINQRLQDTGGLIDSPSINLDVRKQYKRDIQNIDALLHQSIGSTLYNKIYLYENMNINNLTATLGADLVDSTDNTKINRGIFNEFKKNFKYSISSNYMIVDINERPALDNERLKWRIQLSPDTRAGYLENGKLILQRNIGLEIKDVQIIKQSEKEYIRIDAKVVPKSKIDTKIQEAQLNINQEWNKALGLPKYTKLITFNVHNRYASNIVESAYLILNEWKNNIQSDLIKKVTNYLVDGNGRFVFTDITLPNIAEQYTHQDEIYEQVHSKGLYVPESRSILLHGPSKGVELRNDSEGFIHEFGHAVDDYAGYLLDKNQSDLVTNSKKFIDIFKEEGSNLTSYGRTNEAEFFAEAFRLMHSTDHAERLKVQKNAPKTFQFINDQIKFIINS
BoNT-A LC inh2: BoNT/A light chain protease inhibitors, primary screen, biochemical, flow cytometry, MLPCN library | AID 588499, 2011 | Botulinum neurotoxin type A light chain protease (Clostridium botulinum A str. ATCC 3502) | 0.17% of 360,000 active | multiplex microsphere protease substrate cleavage | inhibition, % at 10 µM; further: plate controls were buffer without enzyme for full effect and enzyme alone for no effect
TcdB GH inh: TcdB glycohydrolase inhibitors, primary screen, biochemical, single point, plate reader; Toxin B (Clostridioides difficile), P18177; TcdB glycohydrolase enzymatic assay; inhibition, % at 9.99 µM; 0.24% of 350,000 active; AID 652162, 2013; in the data active means inhibition above about 10%
Numbers without * were called inactive; i = inactive; . = not tested or not shown. Unless noted, no stated cut-off is given here; in the data, active means inhibition above about 30%; inconclusive means no clear call, values can overlap the other calls; inactive means below that. Only part of the results is shown (hit frequency here may not be typical).

SMILES	BH1578 lux ind	3CLpro inhibitor	SSB-PriA inh	PrPC surface inh	Y pestis TopoI	PfHsp40 rescue	Anthrax LF inh2	BoNT-A LC inh2	TcdB GH inh
COc1cccc(NC(=O)CCC(=O)Nc2cccc(OC)c2)c1	-0.3	-4.7	-15.7	6.5	-1.7	1.6	-2.6	-0.5	.
O=C(O)CC/C(=N/NC(=O)CNC(=O)C(c1ccccc1)c1ccccc1)c1ccccc1	i	-7.7	.	-4.6	12.5	1.0	-10.7	-0.1	1.0
O=C(COc1ccccc1Cl)NCCCNC(=O)c1ccncc1	-0.7	-5.2	0.1	-0.8	9.3	0.2	-1.3	0.8	-0.9
COc1ccc2[nH]c(O)c(N=NC(=N)N)c2c1	1.1	-0.6	-4.0	-12.6	1.8	0.0	-2.5	-0.6	-0.4
CCc1c(C)sc(NC(=O)c2ccc(Br)o2)c1C(=O)OC	i	-0.1	-32.9	-1.9	-4.3	0.4	-0.1	-0.1	.
COc1ccc(C(=O)N2CCC(C)(C(=O)NS(=O)(=O)C3CC3)C2)cc1F (stereo not given)	i	.	.	6.4	-5.0	.	-2.8	0.1	-0.5
Cc1ccc(S(=O)(=O)Nc2c(C)n(C)n(-c3ccccc3)c2=O)cc1C(=O)NCc1ccco1	-0.3	.	-8.7	-3.0	1.9	2.1	6.1	0.3	2.3
CC(C)c1ccc(CNCc2ccccc2)cc1	0.9	3.6	1.6	-3.0	8.7	-0.2	-1.8	-1.2	.
Cc1ccc(NC(=O)CN(C)S(=O)(=O)c2cccs2)c(Br)c1	-0.4	-4.5	-16.1	8.1	-3.9	-2.3	-1.0	-1.5	0.9
Cn1c(-c2ccccc2O)cc2ccccc21	i	4.3	5.1	1.9	-12.8	9.5	-2.8	-1.5	.
COCCCNC(=S)N(Cc1ccccc1)Cc1nc2ccccc2c(=O)[nH]1	-0.2	-0.1	-11.6	3.4	-1.1	0.1	-5.4	-0.4	0.2
COC(=O)c1sccc1NC(=O)C1CC(C)=C(C)CC1C(=O)O (stereo not given)	-0.9	1.7	-10.9	20.0	3.0	-0.1	0.1	0.7	0.4
O=C(CN1C(=O)c2ccccc2S1(=O)=O)NCc1cccnc1	-0.4	-2.9	-4.0	-6.0	-1.0	1.3	2.7	0.2	.
Cc1c(Cl)cccc1NC(=O)Cc1cccs1	i	3.9	-8.1	-1.0	5.0	-1.3	5.2	0.9	-4.8
CCOC(=O)N1CCN(C(=O)CCc2c(C)nc3nc(C)nn3c2C)CC1	-0.6	-0.8	-24.9	-1.1	-1.3	0.5	-2.3	-0.2	.
CCC1CCCCN1C(=O)CSc1nnc(-c2ccc(Cl)cc2)o1 (stereo not given)	i	-1.8	-7.7	-3.5	10.7	-1.5	-0.2	0.0	0.7
COC(=O)COc1ccc2cc(-c3ccccc3)c(=O)oc2c1	-0.5	2.5	-4.0	-13.9	7.8	0.4	-0.4	0.1	-1.1
COc1ccc(NC(=O)c2cc(S(=O)(=O)N3CCCCC3)c[nH]2)cc1Cl	-0.3	-8.2	-3.5	0.1	4.0	-0.6	-2.7	-0.9	0.4
O=C(Cn1nnc(-c2ccccc2Cl)n1)N/N=C/c1ccc(-c2cccc(Cl)c2)o1	i	1.5	.	-2.9	-6.7	-0.6	-0.7	-0.7	.
COc1ccc(OC)c(C2=NS(=O)(=O)N(C)C(C(=O)NCc3cccs3)=C2)c1	i	-0.6	6.5	-12.8	-1.6	0.7	-5.1	-0.6	-0.2
CCCCc1c(C)nc2ccc(OC)cc2c1SCCC(=O)O	-0.7	.	2.8	22.0	-5.0	0.3	7.8	-0.3	-3.5
COc1ccc(NC(=O)C2(C)CCN2Cc2cccc(OC)c2OC)cc1OC (stereo not given)	i	.	.	7.7	17.4	.	-6.8	-0.1	-2.3
O=C(CN1C(=O)S/C(=C\C=C\c2ccccc2)C1=O)N1CCOCC1	0.4	-0.3	-3.9	2.7	9.0	.	3.5	-2.8	-0.8
CNC(=O)N(O)C1N(c2ccccc2)C(=S)SC1(C)C (stereo not given)	i	-1.0	1.7	-1.2	-5.4	-0.4	0.2	-1.2	.
COCCCN1C(=O)C(CC(=O)NCC2CCCCC2)CC(C(=O)N(C)C)=C1C (stereo not given)	-0.6	.	.	-8.5	5.1	.	6.2	-0.3	2.6
Cc1ccc([C@H]2N[C@]3(CCCN(Cc4ccc(Br)cc4)C3=O)[C@H]3C(=O)N(C)C(=O)[C@@H]23)cc1	-0.6	.	.	5.8	5.2	.	-4.9	-0.2	-2.2
O=C(c1cc(-c2ccccc2O)on1)N1CCOCC1	1.6	-2.1	-5.3	11.2	3.8	0.6	-1.5	-1.1	1.1
CC(C)(C)c1cc(OC(=O)C2CCCC2)ccc1O	-0.2	1.5	-25.1	-5.9	8.0	4.8	-19.8	-0.2	3.8
NC(=O)COC(=O)c1cc(=O)[nH]c2ccc(S(=O)(=O)Nc3ccc(F)cc3)cc12	-0.3	-3.6	-9.4	5.7	-0.8	3.7	-3.3	0.6	0.4
O=C(CN1CCN(c2ccccc2O)CC1)Nc1cc(S(=O)(=O)N2CCCC2)ccc1Cl	2.1	.	-4.2	8.3	16.2	18.5	-10.1	-0.1	0.3
COc1ccc(CONc2ncnc3nonc23)cc1[N+](=O)[O-]	0.0	-6.1	1.2	-11.7	-3.4	0.1	0.0	0.5	1.9
CC1CC2(CCCCC2)Nc2c1ccc1ccccc21 (stereo not given)	i	-2.5	12.5	-2.6	-6.2	-0.5	3.6	0.6	.
COC(C[C@@H]1O[C@@H]1[C@@H](O)[C@@H](C)OCc1ccccc1)OC	-0.3	.	-5.8	-4.7	-12.2	-1.5	2.8	-0.1	-0.8
OCCNc1nc(Nc2ccccc2Cl)nc(N2CCCC2)n1	-11.1	.	-3.5	-4.2	11.0	0.1	-1.6	0.1	1.3
COCCNC(=O)C1Nc2ccc(C(F)(F)F)cc2C2C=CCC12 (stereo not given)	i	.	-6.0	-3.4	-3.6	-0.6	7.2	-0.1	-0.1
CC(c1ccccc1)n1c(N2CCNCC2)nc2c1c(=O)[nH]c(=O)n2C (stereo not given)	-0.9	2.4	-13.8	1.8	8.6	-1.3	-8.1	-3.5	1.2
Cn1c(/C(C#N)=C(\O)CN2CCN(Cc3ccccc3)CC2)nc2ccccc21	-11.5	-2.1	-21.4	-5.3	-1.5	-0.5	2.0	0.2	.
O=C(c1ccc(Cl)cc1)N1CCCC(C(=O)N2CCN(c3ccccc3)CC2)C1 (stereo not given)	-1.1	0.4	-4.1	6.8	19.9	.	-4.6	-0.3	1.3
c1ccc(CNc2nc(NCc3cccs3)nc3ccsc23)cc1	i	.	.	19.1	8.2	.	-0.7	0.0	-1.1
COc1cc(OC)cc(C(=O)N[C@H](C(=O)OCC(=O)Nc2ccc(C)cc2C)C(C)C)c1	-0.2	-4.3	-4.6	-0.7	8.3	-0.1	0.5	0.4	2.1
COc1ccc(S(=O)(=O)Nc2nc3c(s2)CCCC3)cc1	0.5	1.0	-2.5	4.4	4.2	0.6	-13.1	-0.4	0.8
CCN(CC(=O)NCc1ccc(F)cc1)Cc1nc2cc(Cl)ccc2c(=O)[nH]1	i	2.6	-24.1	-3.9	9.3	-0.9	2.7	-0.3	.
COc1ccc(-c2cc(C(=O)Nc3ccc(C)c(N)c3)c3ccccc3n2)cc1	i	9.4	29.3	6.1	-3.3	6.8	-10.4	-1.8	0.6
Cn1c(=O)c2c(nc3sccn32)n(C)c1=O	-5.3	0.8	-27.9	-8.7	-9.6	-0.8	-2.4	-2.6	.
Cc1nn(-c2ccccc2)c(Cl)c1C(=O)NCC(C)C	i	3.9	-12.3	-0.8	0.9	1.6	-0.7	0.4	.
CC1C(=O)N2CCCc3cc(NS(=O)(=O)c4ccc(F)cc4)cc1c32 (stereo not given)	-3.7	.	-1.9	12.3	4.2	-0.8	1.5	1.4	-2.6
O=C(O)C1Cc2c([nH]c3ccccc23)C(c2ccc3c(c2)OCO3)N1 (stereo not given)	i	-5.1	4.2	-0.7	4.5	-0.6	3.4	1.1	1.3
COc1ccccc1N(CC(=O)NCC1CCCO1)C(=O)CNS(=O)(=O)c1ccc(C)cc1 (stereo not given)	i	-2.6	1.9	-7.8	7.5	1.6	1.2	0.6	.
CCOc1ccccc1C(=O)Nc1cccc2ccccc12	-1.3	2.2	-45.0	-9.1	4.1	-0.3	-7.2	0.2	1.9
CCOC(=O)N1CCN(C(=O)CCn2nc(-c3ccc(Cl)cc3)ccc2=O)CC1	5.6	0.1	-3.5	-9.6	25.6	0.8	-3.2	-0.6	.
COc1ccccc1NC(=S)N1C2CCC1CC(NC(=O)NC13CC4CC(CC(C4)C1)C3)C2 (stereo not given)	i	-0.8	7.9	-4.9	5.5	-0.8	-0.8	0.8	.
COc1ccc(NS(=O)(=O)c2cccc(N3CC(O)=C(c4ccccc4)C3=N)c2)cc1	-0.3	-1.8	15.2	6.0	-4.6	-1.1	-2.6	0.3	1.1
Cc1cc(OCC(=O)Nc2ccc(CN3CCCCC3)cc2)ccc1Cl	i	-1.1	-16.1	2.4	0.2	0.3	-3.5	-0.5	0.5

Assay outcomes: PubChem BioAssay, several laboratories
